From PubChem BioAssay
GlmU inhibition = inhibition of mycobacterial GlmU enzyme – biochemical, glucosamine-1-phosphate acetyltransferase (AID 1376); inhibition, %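 (tested at 30 µM in the primary screen)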; hits with a dose series show IC50 in µM; M. tuberculosis GlmU acetyltransferase enzyme assay; higher % means a stronger effect; hit rate 0.25% among 220,000; in the data active = inhibition above about 13%;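 note: 0% = complete reaction with vehicle and 100% = reaction without substrate; strong numbers were not always called active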
RmlCD inh 1536 = inhibitors of Mycobacterium tuberculosis RmlC and RmlD coupled enzymes | RmlC+RmlD coupled enzyme assay, percent inhibition; primary screen in compound mixtures | inhibition, % at 3.6 µM | P9WH09+P9WH11 | AID 1533 | hit rate 0.03% among 160,000; in the data active = inhibition mostly above about 34%, no sharp cut-off; note: some results filed as inactive read as strong as hits
Target sequence (P9WH09 whole entry, looked up): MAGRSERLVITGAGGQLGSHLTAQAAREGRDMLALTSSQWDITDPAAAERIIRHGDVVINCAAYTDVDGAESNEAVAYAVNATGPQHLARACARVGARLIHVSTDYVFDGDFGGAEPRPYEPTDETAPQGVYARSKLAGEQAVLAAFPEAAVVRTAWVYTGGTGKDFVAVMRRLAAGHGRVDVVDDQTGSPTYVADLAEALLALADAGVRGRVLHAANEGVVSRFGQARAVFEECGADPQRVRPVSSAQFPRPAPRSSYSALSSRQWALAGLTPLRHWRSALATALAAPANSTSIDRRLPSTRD
Target sequence (P9WH11 whole entry, looked up): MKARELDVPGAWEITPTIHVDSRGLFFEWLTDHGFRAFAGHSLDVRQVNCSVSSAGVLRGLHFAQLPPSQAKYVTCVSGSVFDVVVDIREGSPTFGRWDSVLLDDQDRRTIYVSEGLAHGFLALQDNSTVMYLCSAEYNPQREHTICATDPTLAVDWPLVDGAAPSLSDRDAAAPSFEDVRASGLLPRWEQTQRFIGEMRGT
Starred values were filed as active, the others as inactive; / = no result given. Not all compounds are listed; rates above refer to the full screens.

Start of the listing, in advance:
SMILES	GlmU inhibition	RmlCD inh 1536
Cc1cc(C)nc(/N=C(\N)Nc2cc([N+](=O)[O-])ccc2C)n1	5.4%	-8
O=C(CNc1ccc(Br)cc1)c1ccccc1	6.4%	/

All compounds of this part, from the first entry:
SMILES	GlmU inhibition	RmlCD inh 1536
Cc1cc(C)nc(/N=C(\N)Nc2cc([N+](=O)[O-])ccc2C)n1	5.4%	-8
O=C(CNc1ccc(Br)cc1)c1ccccc1	6.4%	/
CCOc1ccc(NC(=O)C2CC(=O)N(c3cc(C)cc(C)c3)C2)cc1 (stereo not drawn)	1.0%	6
NC1CCN(c2cccc(Cl)n2)CC1	-2.3%	/
CC(C(=O)NC1CCCC1)N(c1ccc(Oc2ccccc2)cc1)S(C)(=O)=O (stereo not drawn)	-2.2%	-7
COC(=O)CCC(=O)Nc1nccs1	0.7%	8
COC(=O)C(O)(c1ccc(N(C)C(=O)OC(C)C)cc1)C(F)(F)F (stereo not drawn)	1.6%	12
CCCCn1c(-c2nn(C)cc2Cl)n[nH]c1=S	-1.0%	-7
CSc1ccc(NC(=O)NCc2ccccc2)cc1	2.6%	/
O=C(O)C1CCCN1S(=O)(=O)c1ccc2c(c1)CCC2 (stereo not drawn)	-2.4%	-5
Cc1[nH]c2ccccc2c1SCC(=O)N1CCN(c2ccccc2)CC1	0.2%	-4
O=C(Cn1c(=O)c2c(ncn2Cc2ccccc2)n(Cc2ccccc2)c1=O)N1CCc2ccccc21	0.1%	/
Cc1n[nH]c(=S)n1/N=C/c1ccc(OCc2ccc(Cl)cc2)cc1	5.9%	/
COc1ccc(-c2noc(=O)[nH]2)cc1	1.7%	/
O=[N+]([O-])c1ccc2nc(-c3ccc(OC(F)F)cc3)cn2c1	2.5%	9
O=C(c1ccc2c(c1)[nH]c(=S)n1c3ccccc3nc21)N1CCN(c2ncccn2)CC1	7.6%	/
Nc1ccc(S(=O)(=O)N2CCCC2)cc1	6.0%	-12
O=C(O)CSCc1cnn(-c2ccccc2)c1-n1cccc1	-4.3%	100
Cc1nn(C)c(NC(=O)c2ccc([N+](=O)[O-])cc2)c1Cl	2.5%	0
Cc1cc(C)cc(C(=O)N(CCc2ccccc2)C2=CC3CCC(C2)N3C)c1 (stereo not drawn)	-0.6%	7
COc1ccc(N2C(=O)/C(=C/C=C/c3ccccc3[N+](=O)[O-])C(=O)NC2=S)cc1	4.6%	0
COc1ccc(C2CC(=O)c3cc(OC)c(OC)cc32)cc1OC (stereo not drawn)	-0.5%	-6
CN1CCN(c2cn[nH]c(=O)c2Cl)CC1	-0.4%	7
Cc1cccc(NC(=O)NC(C)C(c2cccs2)N2CCOCC2)c1 (stereo not drawn)	-1.0%	10
O=C1CCC/C(=N/NC(=O)C2CCN(S(=O)(=O)c3cccs3)CC2)C1	0.4%	-10
SMILES	GlmU inhibition	RmlCD inh 1536
O=C(C(Cc1ccccc1)N1C(=O)C2C3C=CC(C3)C2C1=O)N1CCCCC1 (stereo not drawn)	-0.9%	-3
CC(c1ccon1)N(C)Cc1cn[nH]c1-c1ccc(F)cc1F (stereo not drawn)	-2.0%	/
COc1ccc(-c2[nH]ncc2CN(C)C(C)c2cccs2)c(F)c1 (stereo not drawn)	-0.4%	/
CCN(CC)CCC#CC(O)(c1ccccc1)c1ccccc1	-3.2%	/
O=C(N/N=C/C=C/c1ccccc1)c1ccncc1	2.9%	/
CCN(CC)S(=O)(=O)c1ccc(Cl)c(NC(=O)COC(=O)c2cccn2C)c1	-10%	-1
COc1ccc(-c2cc3cc(OC)c(OC)cc3c(C)n2)cc1C	-4.2%	/
CCOC(=O)C1CCCCN1C(=O)CCc1c(C)nc2cc(-c3ccccc3)nn2c1C (stereo not drawn)	/	7
COc1ccc(C(=O)Nc2c(C)ccc3nsnc23)cc1[N+](=O)[O-]	0.5%	5
CC(C)(CN1CCC(Cc2ccccc2)CC1)NS(=O)(=O)c1ccccc1	-0.1%	6
COC(=O)CN(C(=S)Nc1ccc(F)cc1)C1CC(=O)N(c2ccc(OC)cc2)C1=O (stereo not drawn)	4.2%	-13
CNC(=O)c1csc(-c2ccncc2)n1	2.4%	-5
Fc1ccc(Nc2nnns2)cc1	1.0%	29
CC(C)CCn1c(CN2CCN(Cc3ccccc3)CC2)nc2c1c(=O)[nH]c(=O)n2C	-0.9%	/
COc1ccc(NC(=O)CN(C)CC(=O)Nc2ccc(Cl)cc2F)cc1	-11%	-7
CCOC(=O)c1sc(NC(=O)/C=C/c2cnn(C)c2C)c(C(=O)OCC)c1C	/	3
O=C(NCc1ccccc1)c1ccccc1Br	3.8%	4
Cc1onc(-c2cccc(Cl)c2Cl)c1C(=O)O/N=C(\N)c1ccc([N+](=O)[O-])o1	/	-7
CCC1=NN(C(=O)COc2ccccc2)C(O)(c2ccncc2)C1 (stereo not drawn)	1.8%	7
COc1cccc(NC(=O)CN(Cc2ccccc2)S(C)(=O)=O)c1	-5.1%	8
CCOC(=O)C1=C(C)NC(C)=C(C(=O)OCCNC(=O)c2cccnc2)C1c1cccc([N+](=O)[O-])c1 (stereo not drawn)	-9.2%	5
Cc1cc(C)nc(/N=C2/NC(=O)CS2)n1	-0.3%	/
O=C(COC(=O)c1cccc2ccccc12)Nc1cccnc1Cl	1.8%	0
O=C(CCCN1C(=O)c2cccc3cccc(c23)C1=O)NCCN1CCOCC1	-4.3%	-20
NS(=O)(=O)c1ccc(NC(=O)c2ccc(COc3ccccc3)o2)cc1	0.3%	/

Reformatted as a markdown table: entries from further up
| Compound | GlmU inhibition | RmlCD inh 1536 |
| --- | --- | --- |
| Cc1cccc(NC(=O)NC(C)C(c2cccs2)N2CCOCC2)c1 (stereo not drawn) | -1.0% | 10 |
| O=C(CNc1ccc(Br)cc1)c1ccccc1 | 6.4% | / |
| O=C(Cn1c(=O)c2c(ncn2Cc2ccccc2)n(Cc2ccccc2)c1=O)N1CCc2ccccc21 | 0.1% | / |
| CCOC(=O)C1=C(C)NC(C)=C(C(=O)OCCNC(=O)c2cccnc2)C1c1cccc([N+](=O)[O-])c1 (stereo not drawn) | -9.2% | 5 |
| Cc1onc(-c2cccc(Cl)c2Cl)c1C(=O)O/N=C(\N)c1ccc([N+](=O)[O-])o1 | / | -7 |

(continued)
SMILES	GlmU inhibition	RmlCD inh 1536
COc1cc2[nH]c3c(=O)n(CCN4CCOCC4)cnc3c2cc1OC	1.2%	/
c1ccc(Nc2nn[nH]n2)cc1	-4.8%	-4
Cc1c(Cl)cccc1N/C(SCC(=O)N1CCCCCC1)=C(/C#N)c1nc2ccccc2s1	-3.8%	/
COc1cnc(-c2ccccn2)nc1NC(C)C	4.1%	8
Cc1nc(C)c(CCNC(=O)c2ccccc2)s1	-1.0%	4
Nc1nc(-c2ccc(Cl)cc2)nn1C(=O)c1cccs1	2.5%	5
CCN(CC)S(=O)(=O)c1ccc(NC(=O)c2cc(-c3cccs3)nc3ccccc23)cc1	8.9%	-13
CN1CCN(C(=O)CCc2ccc(S(=O)(=O)NC3CCCCC3)cc2)CC1	1.1%	4
O=C(CCCCCNC(=O)c1ccccc1)N/N=C/c1ccccc1O	-2.7%	/
O=C(Cc1ccccc1F)Nc1cccc2cccnc12	0.7%	2
COc1ccc(CCNC(=O)Cn2cnc3c(nnn3Cc3ccccc3F)c2=O)cc1OC	6.3%	/
CC(C)N=c1scc(-c2cccs2)n1/N=C/c1ccc(O)c(O)c1O	4.4%	-1
CCNC(=S)N(Cc1ccc2c(c1)OCO2)C1CC(=O)N(c2ccc(OC)cc2)C1=O (stereo not drawn)	1.7%	/
Cc1nn(-c2ccccc2)c(N)c1C(O)(CSc1nccn1C)C(F)(F)F (stereo not drawn)	1.4%	14
C=CCN1C(c2ccccc2)=CS/C1=C(/C#N)c1nnc(N2CCOCC2)n1-c1ccccc1	-0.6%	0
Cc1ccccc1C(=O)NC(Oc1ccccc1)C(Cl)(Cl)Cl (stereo not drawn)	4.3%	/
CCN(CCNC(=O)CC1Oc2ccccc2NC1=O)c1ccccc1 (stereo not drawn)	-3.8%	-7
NCCc1c[nH]c2ccccc12	-1.3%	11
CCn1cc([N+](=O)[O-])c(C(=O)NCc2ccc(Cl)cc2)n1	-2.4%	5
C=CCN(C#N)c1nc(OC)nc(N2CCCC2)n1	3.0%	/
CCn1c(SCC(=O)N2CCCCC2)nc(O)cc1=O	-3.1%	/
Cc1occc1C(=O)NN=C1C2CC3CC(C2)CC1C3	2.2%	-17
Cc1ccc(C)c(N2CCN(C(=O)C3CCN(c4nc(C)cc(C)n4)CC3)CC2)c1	2.0%	/
O=C(c1cccc(Br)c1)N1CCN(S(=O)(=O)N2CCOCC2)CC1	-3.9%	6
Cc1cc(C)n(-c2cc(Oc3ccccc3)ncn2)n1	0.7%	/
SMILES	GlmU inhibition	RmlCD inh 1536
Cc1ccc(NC(=O)/C=C\C(=O)O)c([N+](=O)[O-])c1	-0.5%	50
COc1ccc(C2CCN(CC(=O)N(C)C)CC2O)cc1 (stereo not drawn)	6.2%	-1
Cc1c(Cl)cccc1NC(=S)N1CCOCC1	7.4%	-12
O=C(CC(=O)c1ccccc1)Nc1ccc2c(c1)OCCO2	1.2%	4
OCCN(CC#CCn1c2ccccc2c2ccccc21)CCO	-0.9%	-7
Cc1cc(C)n(-c2nc3c(c(=O)[nH]c(=O)n3C)n2Cc2ccccc2)n1	-0.5%	1
COc1ccc2c(C)cc(SCC(=O)Nc3cccnc3Cl)nc2c1	-3.2%	/
O=C(CSc1nnc(-c2ccncc2)n1Cc1ccco1)N1c2ccccc2Sc2ccc(Cl)cc21	-1.8%	-9
COC(=O)CSc1nnc(-c2ccco2)n1Cc1ccco1	0.5%	-7
COC(=O)CN1CCN(C(c2ccccc2)c2ccccc2)CC1	2.4%	0
Cc1cccc(N(CC(=O)NC2CCCC2)C(=O)CS(=O)CC(=O)Nc2ccc3c(c2)OCO3)c1 (stereo not drawn)	5.8%	11
CN1CCN(c2cc(-c3ccccc3)nc3cc(-c4ccc(F)cc4)nn23)CC1	-6.0%	/
O=C(Nc1nc(-c2cccs2)c(-c2cccs2)s1)C1(c2ccccc2)CC1	1.3%	5
CCN1C(=O)/C(=C/c2ccc(C)s2)NC1=S	-1.3%	/
COC(=O)c1cccc(C23CC4(C2)[C@H](CN(Cc2cccnc2)[C@@H]4c2ccccc2)C3c2ccc(C(F)(F)F)cc2)c1 (stereo partly drawn)	0.5%	-1
COc1ccc(C2c3c(oc4ccccc4c3=O)C(=O)N2c2ccc(C)cn2)cc1OC (stereo not drawn)	0.3%	/
COc1ccc2c(c1)O[C@H]1c3ccc(O)cc3OC[C@@H]21	0.8%	/
Cc1ccc(O)c(-c2cc(C(=O)Nc3ccc(S(=O)(=O)Nc4nccc(C)n4)cc3)[nH]n2)c1	4.4%	-10
COc1ccc(CCN=C(N)Nc2nc(C)cc(C)n2)cc1	4.9%	-15
Cc1nc2ccc(C(=O)N3CCN(c4ccccc4)CC3)cc2s1	-4.1%	/
C/C(=N\NC(=O)CCc1ccccc1)c1ccc(Br)cc1	-6.5%	-3
O=C(CSc1nnnn1-c1ccc(O)cc1)Nc1ccc(N2CCOCC2)c(Cl)c1	-1.6%	10
CCC(C(=O)OCC(=O)Nc1ccc(Cl)c(S(=O)(=O)N(C)C)c1)c1ccccc1 (stereo not drawn)	-0.1%	2
O=C(O)c1nn(-c2ccc(Cl)cc2)ccc1=O	-3.6%	/
COc1ccc(C(=O)C2CCCN(Cc3ccon3)C2)cc1OC (stereo not drawn)	-3.3%	-10

3 entries drawn at random from the list so far:
SMILES	GlmU inhibition	RmlCD inh 1536
COc1ccc(CCN=C(N)Nc2nc(C)cc(C)n2)cc1	4.9%	-15
O=C(CSc1nnnn1-c1ccc(O)cc1)Nc1ccc(N2CCOCC2)c(Cl)c1	-1.6%	10
C/C(=N\NC(=O)CCc1ccccc1)c1ccc(Br)cc1	-6.5%	-3

(continued)
SMILES	GlmU inhibition	RmlCD inh 1536
CC(=O)c1cccc(NC(=O)CN(c2ccccc2)S(C)(=O)=O)c1	-0.5%	17
O=C(NCc1ccccc1)C1=C[C@@H](c2ccc(Br)cc2)C[C@@H](OCCCCO)O1	1.7%	/
O=C(CSC1=Nc2ccccc2C2CC=NN12)Nc1ccc(F)cc1Cl (stereo not drawn)	-3.0%	13
CC1(C)[C@H]2CC=C(CN3CCC(N4CCC(C(=O)N5CCCC5)CC4)CC3)[C@@H]1C2	-2.1%	1
CC(OC(=O)c1cc2sccc2n1C)C(=O)NCCc1ccccc1 (stereo not drawn)	-4.6%	-6
CCOC(=O)c1sc2ncc([N+](=O)[O-])cc2c1N	-0.6%	-8
Oc1oc(-c2cccc3ccccc23)nc1C=NCc1ccccc1	1.8%	/
CCOC(=O)c1oc2ccccc2c1NC(=O)CN1CCOCC1	-4.7%	6
COC(=O)CCC(=O)OC1(C)C(=O)C=C2C=C(C3CC3)N(C(CO)CO)C=C2C1=O (stereo not drawn)	2.6%	/
COc1ccc(CCNC2=NCCS2)cc1	8.7%	-12
CN(CC(=O)Nc1ccc(N2CCOCC2)cc1)CC(=O)Nc1ccccc1C#N	0.0%	14
Cc1ccc(C(=O)NNC(=O)c2ccccc2-n2cccc2)cc1	5.2%	1
Cc1ccc(NC(=O)c2cc(N3C(=O)C4CC=CCC4C3=O)ccc2N2CCOCC2)cc1Cl (stereo not drawn)	-0.3%	/
COc1ccc2c(c1)[nH]c1c(=O)n(CCCN3CCOCC3)cnc12	-2.5%	/
CCOC(=O)C(=O)Nc1ccc(F)cc1	0.4%	-47
